GRP78 ERSR act: ER stress response induction in glioma; 420,000 tested, 0.02% active; U87-MG GRP78 promoter luciferase reporter, 16 h; Potency, µM, for inactives: at the top dose activation, hits mostly activators; further: potency means the concentration at half of the fitted maximal effect; series mostly up to about 76 µM; % of control where 0% means no effect; nearly all actives have a fitted effect of over 35% in size
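ERSR induction read as luciferase luminescence (Bright-Glo, 10 min at room temperature) in stably transfected human U87-MG glioma cells exposed to compounds for 16 h, using GRP78 as sensor.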
ALOX12 inh: ALOX12 (human) lipoxygenase inhibition; purified 12hLO, xylenol orange hydroperoxide absorbance; Potency, µM (titrated, usually from 108 µM), without a hit: at the highest dose activity change, negative = inhibition, most hits filed as inhibitors; AID 1671190; 580,000 tested, 1.1% active; further: potency means the concentration at half of the fitted maximal effect; on the % scale 0 is the no-effect control and ±100 the full control effect
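Purified human 12hLO at 150 nM in 25 mM Hepes, 0.01% Triton X-100, pH 7.0, preincubated 15 min at room temperature with compound. Reaction started with 40 uM arachidonic acid, 30 min at room temperature. Hydroperoxide measured by Fe-xylenol orange, 573/405 nm absorbance ratio.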
D2 agonist: agonists of human D2 dopamine receptor. 340,000 tested, 0.53% active. P14416. activation, % at 2 µM. HEK293 T-REx D2 cells, calcium flux agonist mode;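 active means activation over 3 SD above normal in the single-dose calcium agonist read, cut at about 30% in these data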; further: 0% is about no effect
Target sequence (P14416 whole entry, looked up): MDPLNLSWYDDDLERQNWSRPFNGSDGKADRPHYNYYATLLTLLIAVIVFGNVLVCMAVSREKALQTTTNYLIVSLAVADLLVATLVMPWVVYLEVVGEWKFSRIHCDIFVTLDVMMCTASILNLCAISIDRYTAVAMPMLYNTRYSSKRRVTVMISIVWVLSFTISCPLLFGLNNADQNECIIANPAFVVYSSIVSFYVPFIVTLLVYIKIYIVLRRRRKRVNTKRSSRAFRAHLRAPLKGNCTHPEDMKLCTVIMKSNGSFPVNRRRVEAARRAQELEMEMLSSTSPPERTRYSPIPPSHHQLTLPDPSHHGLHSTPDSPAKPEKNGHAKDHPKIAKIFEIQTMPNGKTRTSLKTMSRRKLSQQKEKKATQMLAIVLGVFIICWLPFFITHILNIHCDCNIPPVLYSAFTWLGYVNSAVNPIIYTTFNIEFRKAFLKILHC
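Calcium-flux readout, 1 cycle/sec over 180 s following compound pin transfer, in inducible HEK293 Trex D2 cells (force-coupled); dopamine controls included. Positive calcium responses during this window marked compounds as potential agonists.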
D2 antag: antagonizes the human D2 dopamine receptor. P14416. HEK293 TREx D2 cells, calcium flux, dopamine EC80. inhibition, % at 10 µM. 340,000 tested, 2% active; in the data active means inhibition above about 30%; further: 0% is about no effect
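Cells plated overnight at 30 C with tetracycline; no-wash calcium dye, 30–90 min RT; 10 s baseline; compound pinned; 180 s read; EC80 dopamine added; another 180 s read.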
ERG-DNA inh: inhibitors of human ERG Ets domain-DNA interaction; fluorescence polarization, His-ERG Ets domain / labelled DNA; Potency, µM (doses to about 76.9 µM), inactives show at the top dose FP activity, negative = inhibition, usual class: inhibitors; 370,000 tested, 0.028% active; AID 624246; active means well fitted inhibition curve with a large enough effect in the polarisation, with a control signal flat; inconclusive means small, poorly fitted or top-dose-only effect, or effect the other way, or a change in a side signal; inactive means no such curve, though single readings can be large or run the other way; the % refers to the polarisation;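 further: polarization taken with two DNA probes labelled with fluorescein and Texas red; potency means the concentration at half of the fitted maximal effect; % of control where 0% means no effect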
Target sequence (P11308 whole entry, looked up, the tested form may be a part): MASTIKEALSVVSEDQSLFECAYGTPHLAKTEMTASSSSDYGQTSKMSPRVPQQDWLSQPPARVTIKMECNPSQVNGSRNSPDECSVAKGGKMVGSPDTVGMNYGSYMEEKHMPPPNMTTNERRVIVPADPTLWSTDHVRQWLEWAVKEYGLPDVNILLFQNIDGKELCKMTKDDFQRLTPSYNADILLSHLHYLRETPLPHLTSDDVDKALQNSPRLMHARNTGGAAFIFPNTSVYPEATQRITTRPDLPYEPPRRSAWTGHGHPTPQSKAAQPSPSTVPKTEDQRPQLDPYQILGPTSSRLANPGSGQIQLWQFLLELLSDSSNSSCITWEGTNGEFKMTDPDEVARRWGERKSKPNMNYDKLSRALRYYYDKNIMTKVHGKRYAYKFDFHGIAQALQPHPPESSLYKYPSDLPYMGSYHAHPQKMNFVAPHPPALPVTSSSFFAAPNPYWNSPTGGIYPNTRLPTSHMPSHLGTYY
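His-tagged ERG Ets domain (1 uM in the protein solution; 300mM KCl, 50mM Tris-HCl, 1mM EDTA, 1mM DTT, pH 7.5) received compound, then a probe mix of 5 nM fluorescein-DNA and 100nM Texas-615-DNA. Fluorescence polarization was read for both dyes.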
RGS4 inh: inhibitors of human regulator of G protein signaling 4; 390,000 tested, 0.039% active; P49798; Potency, µM (titrated, usually from 114 µM), inactives show top-dose activity change, negative = inhibition, usual class: inhibitors; Transcreener GDP fluorescence polarization, RGS4-accelerated GTP hydrolysis; AID 504845; further: potency means the concentration at half of the fitted maximal effect; on the % scale 0 is the no-effect control and ±100 the full control effect; nearly all actives have a fitted effect of over 75% in size; some results filed as inactive show a strong effect at the top dose
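MLSMR compounds (23 nl, pin-transferred) preincubated 10 min at room temperature with a 500nM (2x) first reagent, then RGS4 at 900nM (2x) plus Transcreener GDP mix added; fluorescence polarization (620/688 nm) read before and after 90 min at 30 °C.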
LDHA block: LDHA (human) enzyme inhibition | P00338 | purified LDHA, NADH/diaphorase-resazurin fluorescence; active compounds read low | activity change, % (values are at about 110 or 230 µM) | 480,000 tested, 0.15% active | AID 1347041; in the data active means activity change below about -30%; inconclusive means mostly about -25% to -30%;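 further: plate controls were DMSO wells for no effect and wells without enzyme for full effect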
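Resorufin fluorescence (ex540/em590), read at 0 and 20 min after diaphorase/resazurin addition, reports the NADH left after a 5 min room-temperature reaction of 2 nM human LDH5 with 0.06 mM NADH and 0.2 mM pyruvate.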
Vif-APOBEC3G blk: blocks the Vif interaction with human APOBEC3G | 410,000 tested, 0.076% active | HeLa A3G-eYFP + Vif (tagged APOBEC3G with the HIV-1 protein that degrades it), YFP fluorescence, overnight | AID 602310 | Potency, µM (titrated, usually from 46.1 µM), inactives show top-dose activity, negative = active, usual class: inhibitors | Q9HC16;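 further: potency means the concentration at half of the fitted maximal effect; on the % scale 0 is the no-effect control and ±100 the full control effect; nearly all actives have a fitted effect of over 60% in size; hits raise eYFP signal because A3G escapes Vif-driven loss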
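HeLa cells stably expressing Vif and C-terminally eYFP-tagged A3G, seeded overnight at 37 deg C, then exposed to compound by pintool overnight at 37 deg C. Rise in yellow fluorescence (Ex 488/Em 500-530, Acumen) marks blocked Vif-driven A3G degradation.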
Vif-APOBEC3F blk: inhibitors of Vif-A3F interaction; HeLa A3F-eYFP + Vif (tagged APOBEC3F with the HIV-1 protein that degrades it), YFP fluorescence increase; AID 602313; 390,000 tested, 0.2% active; Potency, µM (doses to about 46.1 µM), without a hit: top-dose activity, negative = active; further: potency means the concentration at half of the fitted maximal effect; % of control where 0% means no effect; nearly all actives have a fitted effect of over 65% in size
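HeLa cells stably expressing A3F-eYFP plus Vif, plated and incubated overnight at 37 deg C, then exposed to compounds overnight at 37 deg C. Blocked degradation read as raised yellow fluorescence (Ex 488/Em 500-530).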
An asterisk follows results filed as active; i = inactive; ? = inconclusive; . = not tested or not shown; & = joins results of further samples; [ ] = dose if it differs, or a comment. Unless noted, the call rests on the fitted dose curve; in most records, active means well fitted curve in the direction sought with a large enough effect; inconclusive means small, poorly fitted or top-dose-only effect, or another doubt; inactive means no such curve, though single readings can be large; an effect the other way counts as inactive or inconclusive.

SMILES	GRP78 ERSR act	ALOX12 inh	D2 agonist	D2 antag	ERG-DNA inh	RGS4 inh	LDHA block	Vif-APOBEC3G blk	Vif-APOBEC3F blk
CCOC(=O)C1(C(=O)OCC)NC(=O)CC1C (centres undefined)	-2%	11%	.	.	-1%	5%	-6	-1%	3%
Cc1ccc(C(=O)N/C(=C\c2cccc([N+](=O)[O-])c2)C(=O)Nc2cccc(C(=O)O)c2)cc1	0%	8%	-0.3	-3	0%	-29%	-6	0%	2%
COc1ccccc1/C=C1\Oc2cc(OC(=O)N3CCOCC3)ccc2C1=O	-1%	-19%	0.3	-7	7%	39%	1	1%	5%
Cc1nn(-c2ccccc2)c2[nH]c(=O)c(CNCc3ccc4c(c3)OCO4)cc12	-8%	-2%	-0.6	-6	-11%	-19%	-7	1%	-3%
COc1ccc(CN(C)C2CCCCC2)cc1	-4%	10%	-0.3	3	-2%	-53%	6	3%	-2%
O=C(O)c1cccc(S(=O)(=O)N2CCC(Cc3ccccc3)CC2)c1	-2%	0%	0.9	3	10%	-3%	-5	1%	-19%
Nn1c(=O)[nH]c2ccccc2c1=O	-2%	4%	-0.5	8	-3%	6%	-2	1%	-3%
O=C(c1ccc2c(c1)N(Cc1ccc(Cl)cc1)C(=O)c1ccccc1S2=O)N1CCCCC1 (centres undefined)	-4%	-16%	0.4	.	3%	-4%	-8	-1%	9%
COc1cc(CNc2ccc3[nH]c(=O)[nH]c3c2)ccc1OCc1ccccc1C	3%	?	0.5	-14	-7%	-1%	-2	-13%	-3%
O=C(CSc1ccc(-c2ccc(Cl)cc2)nn1)N1CCCc2ccccc21	-3%	-25%	-0.1	29	-6%	9%	-5	-1%	1%
O=[N+]([O-])c1ccc(C2CCCC/C2=N\OCc2cccc(F)c2)c([N+](=O)[O-])c1 (centres undefined)	-1%	4%	0.4	-21	-1%	4%	-4	-6%	-18%
COCCNC(=O)C1CCN(S(=O)(=O)N2CCC3(CC2)OCCO3)CC1	-3%	18%	0.5	-13	-2%	1%	-5	3%	-3%
CC(C)(C)NC(=O)C(=O)N/N=C/c1ccc(Br)cc1	7%	-11%	0.2	12	4%	-8%	-3	0%	0%
C[C@@H]1CN([C@H](C)CO)C(=O)c2cc(Br)cnc2O[C@H]1CN(C)Cc1ccccc1	-2%	-4%	.	.	.	.	-1	-1%	-1%
O=C(NCCc1ccc(F)cc1)NC12CC3CC(CC(C3)C1)C2	9%	-21%	0.2	-1	5%	3%	-1	1%	-13%
CCOc1ccc(Cn2nnc(C(=O)Nc3cc(C)cc(C)c3)c2N)cc1	-3%	i	0.8	-9	4%	-5%	2	0%	-5%
CCOc1ccc(N2CC(=O)N(c3ccc(OCC)cc3)CC2=O)cc1	-4%	0%	0.1	-2	0%	-1%	-4	2%	-6%
CC(C)(C)S(=O)(=O)c1cnc(N2CCOCC2)nc1N	-2%	460%[activator]	1.4	7	-1%	-3%	-5	0%	12%
COC(=O)C(O)(NC(=O)OCc1ccccc1)C(F)(F)F (centres undefined)	-2%	3%	0.5	-7	7%	33%	-6	-1%	-6%
Cc1ccc2c(c1)c1c3n2CCN(C(=O)CCl)C3CCC1 (centres undefined)	-13%	11µM*	1.1	11	3%	-2%	3	-10%	18%
COc1cccc(C=C(C#N)C(=O)c2ccccc2)c1	-3%	?	.	.	.	.	-4	-6%	.
CC(C)Cn1c(N)c(C(=O)COC(=O)c2c(F)cccc2F)c(=O)n(C)c1=O	-5%	-9%	3.8	45*	6%	-8%	-1	-5%	4%
Cc1nc(SCC(=O)NC(C)c2ccccc2)c2oc3ccccc3c2n1 (centres undefined)	-2%	-21%	0.4	3	0%	-2%	-4	-7%	-1%
Cc1c(NC(=O)C(=O)N/N=C/c2cccs2)c(=O)n(-c2ccccc2)n1C	0%	0%	1.1	24	-3%	-27%	1	3%	8%
Cc1ccc(S(=O)(=O)N2C[C@H]3N(C(=O)OC(C)C)N(C(=O)OC(C)C)C[C@H](OC(=O)NCC4CCCCC4)[C@@]3(O)C2)cc1	-4%	.	.	.	.	.	3	-6%	-9%

Following part:
SMILES	GRP78 ERSR act	ALOX12 inh	D2 agonist	D2 antag	ERG-DNA inh	RGS4 inh	LDHA block	Vif-APOBEC3G blk	Vif-APOBEC3F blk
Cc1nc(C)c(-c2csc(Nc3ccc(F)cc3)n2)s1	1%	?	-1.3	2	6%	?	3&1	-9%	-19%
Cc1ccc2[nH]c(=O)c(CN(Cc3cccnc3)C(=O)c3ccncc3)cc2c1	-2%	-7%	-0.4	6	-1%	13%	-10	-32%	-10%
COc1ccc2nc(NC(=O)CSc3nnc4n3C(C)(C)Cc3ccccc3-4)sc2c1	-3%	?	1.4	12	-1%	-3%	0	-9%	-5%
CCc1cc(C(=O)NNC(=O)c2csc(N3CCOCC3)n2)sc1C	-1%	-1%	0.3	-14	13%	15%	3	1%	1%
CC1CCN(C(=O)c2ccc(S(=O)(=O)Cc3cc(F)ccc3F)c([N+](=O)[O-])c2)CC1	9%	8%	2.8	2	-6%	-19%	6	-20%	14%
CN(C)C(=O)c1ccc(NC(=O)CSc2nnc(-c3ccc4c(c3)OCO4)o2)cc1	-4%	-5%	0.4	-4	3%	-2%	-4	-1%	-1%
CCC(=O)N(c1nnc(SCC(=O)Nc2sccc2C(N)=O)s1)C1CC1	7%	-3%	.	.	.	.	-2	-5%	-4%
COC(=O)[C@H](Cc1ccccc1)NC(=O)Nc1ccc(OC)cc1	-6%	0%	0.2	8	?	-24%	-2	-5%	8%
O=C(COC(=O)c1cc(=O)[nH]c2ccccc12)NCc1cccc(Cl)c1	-3%	342%[activator]	0.2	-20	.	-47%	-2	4%	0%
CCN(CC)CCCN1C(=O)C(O)=C(C(=O)c2ccc(C)o2)C1c1ccc(C)o1 (centres undefined)	-1%	-28%	.	.	3%	-28%	13	0%	2%
Cc1ccc(N2C(=O)N3[C@H](c4ccc(Br)cc4)[C@@H]4C(=O)N(C(C)(C)C)C(=O)[C@@H]4[C@]3(C)C2=O)cc1	-2%	7%	0.2	-25	-2%	-9%	-1	-2%	0%
Cc1ccc(C(=O)Nc2ccc3c(c2)CCC3)cc1	-12%	1%	-1.6	-6	3%	12%[11.4 µM]	0	0%	1%
CCC(=O)NC(c1ccco1)c1cc(Cl)c2ccccc2c1O (centres undefined)	-2%	-28%	.	.	.	-45%	15	-10%	-7%
CC1CN(c2ccccc2)CCN1C(=O)c1cc(COc2c(F)cccc2F)on1 (centres undefined)	7%	-11%	0.2	-4	0%	15%	-1	0%	1%
CCCCCOc1ccccc1C(=O)NCCCCCC(=O)O	-4%	22%	-0.7	-4	9%	2%	-2	0%	2%
COCCSc1nnc(NC(=O)CSCc2ccccc2)s1	-1%	?	-2.6	-15	-5%	-5%	-2	1%	0%
Cc1cc(C)c(Cn2cnc(-c3ccc([N+](=O)[O-])cc3)c2)c(C)c1	-2%	-20%	0.5	-3	.	-51%	0	-3%	-1%
CCOC(=O)C1C(c2cccc([N+](=O)[O-])c2)C2C(=O)NN=C2CC1(C)O (centres undefined)	-4%	2%	0.3	2	1%	-2%	0	?	-7%
CC(=O)c1ccc(CCCC(=O)O)cc1	-2%	2%	0.1	1	-1%	12%	-3	1%	0%

Some of these compounds in order of length of the SMILES, rising:
SMILES	GRP78 ERSR act	ALOX12 inh	D2 agonist	D2 antag	ERG-DNA inh	RGS4 inh	LDHA block	Vif-APOBEC3G blk	Vif-APOBEC3F blk
Cc1ccc(C(=O)Nc2ccc3c(c2)CCC3)cc1	-12%	1%	-1.6	-6	3%	12%[11.4 µM]	0	0%	1%
Cc1nc(C)c(-c2csc(Nc3ccc(F)cc3)n2)s1	1%	?	-1.3	2	6%	?	3&1	-9%	-19%
CCC(=O)NC(c1ccco1)c1cc(Cl)c2ccccc2c1O (centres undefined)	-2%	-28%	.	.	.	-45%	15	-10%	-7%
O=C(NCCc1ccc(F)cc1)NC12CC3CC(CC(C3)C1)C2	9%	-21%	0.2	-1	5%	3%	-1	1%	-13%
COC(=O)[C@H](Cc1ccccc1)NC(=O)Nc1ccc(OC)cc1	-6%	0%	0.2	8	?	-24%	-2	-5%	8%
CCC(=O)N(c1nnc(SCC(=O)Nc2sccc2C(N)=O)s1)C1CC1	7%	-3%	.	.	.	.	-2	-5%	-4%
COc1cc(CNc2ccc3[nH]c(=O)[nH]c3c2)ccc1OCc1ccccc1C	3%	?	0.5	-14	-7%	-1%	-2	-13%	-3%
Cc1nn(-c2ccccc2)c2[nH]c(=O)c(CNCc3ccc4c(c3)OCO4)cc12	-8%	-2%	-0.6	-6	-11%	-19%	-7	1%	-3%
CCOC(=O)C1C(c2cccc([N+](=O)[O-])c2)C2C(=O)NN=C2CC1(C)O (centres undefined)	-4%	2%	0.3	2	1%	-2%	0	?	-7%
O=C(c1ccc2c(c1)N(Cc1ccc(Cl)cc1)C(=O)c1ccccc1S2=O)N1CCCCC1 (centres undefined)	-4%	-16%	0.4	.	3%	-4%	-8	-1%	9%

Source: PubChem (National Center for Advancing Translational Sciences (NCATS))

This is a subset, so the mix of outcomes need not match the whole.
